Screening data deposited in PubChem by The Scripps Research Institute Molecular Screening Center.
CHRM1 agonist – human M1 muscarinic receptor agonists, primary screen, Fluo-8 calcium fluorescence, CHO-K1 cells, HTS; CHO-K1 hM1, agonist mode; 0% DMSO, 100% acetylcholine EC100; activation, % at 3 µM; hit rate 0.33% among 360,000;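 active = activation above the run's mean compound activation plus 3 SD, cut at about 16% in these data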;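 note: peak over basal fluorescence ratio within a 140 s kinetic read after compound addition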
Target sequence (P11229 whole entry, looked up): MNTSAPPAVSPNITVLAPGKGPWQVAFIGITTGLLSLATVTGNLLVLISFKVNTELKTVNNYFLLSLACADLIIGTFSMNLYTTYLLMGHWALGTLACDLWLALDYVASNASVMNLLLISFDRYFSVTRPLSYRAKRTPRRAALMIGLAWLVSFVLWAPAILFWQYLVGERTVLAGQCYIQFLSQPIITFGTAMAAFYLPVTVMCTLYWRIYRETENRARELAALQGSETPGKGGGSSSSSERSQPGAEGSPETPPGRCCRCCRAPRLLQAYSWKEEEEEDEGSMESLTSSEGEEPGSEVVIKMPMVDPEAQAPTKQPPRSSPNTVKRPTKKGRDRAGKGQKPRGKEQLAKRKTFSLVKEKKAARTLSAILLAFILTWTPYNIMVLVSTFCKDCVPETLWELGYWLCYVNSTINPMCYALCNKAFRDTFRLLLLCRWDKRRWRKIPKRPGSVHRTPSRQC
M4 antag – human M4 muscarinic receptor antagonists, primary screen, CHO cells, Fluo-8 calcium fluorescence | CHO-hM4 cells, ACh EC80 | inhibition, % at 3 µM | hit rate 0.73% among 360,000 | AID 624125, 2012;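 active = inhibition above its plate's cutoff, the mean inhibition of sample wells plus 3 SD, cut at about 27% in these data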;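 note: 0% = acetylcholine EC80 with DMSO and 100% = DMSO without agonist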
Target sequence (P08173 whole entry, looked up): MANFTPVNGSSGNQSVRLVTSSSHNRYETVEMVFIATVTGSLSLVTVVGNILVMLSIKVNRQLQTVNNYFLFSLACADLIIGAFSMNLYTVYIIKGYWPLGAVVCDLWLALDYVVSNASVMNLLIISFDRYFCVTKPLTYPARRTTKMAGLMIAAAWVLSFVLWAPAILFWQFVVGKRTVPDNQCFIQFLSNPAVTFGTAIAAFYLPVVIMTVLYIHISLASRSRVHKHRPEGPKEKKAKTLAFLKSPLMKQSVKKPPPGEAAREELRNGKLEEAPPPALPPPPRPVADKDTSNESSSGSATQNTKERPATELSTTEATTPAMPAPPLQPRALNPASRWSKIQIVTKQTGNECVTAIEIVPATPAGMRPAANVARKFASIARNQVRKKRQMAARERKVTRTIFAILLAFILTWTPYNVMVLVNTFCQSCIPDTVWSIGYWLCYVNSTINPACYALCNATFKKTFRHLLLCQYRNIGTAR
CHRM5 PAM – human M5 muscarinic receptor positive allosteric modulators, primary screen, CHO-K1 cells, Fluo-8 calcium fluorescence. CHO-K1 hM5, ACh EC20 PAM; 0% = ACh EC20, 100% = ACh EC100. activation, % at 3 µM. hit rate 0.3% among 360,000;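 active = activation above the run cutoff, the mean activation of all test compounds plus 3 SD, cut at about 18% in these data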
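Test system: CHO-K1 hM5 cells / Doses: single-point, 3 µM nominal / Times: Post-acetylcholine fluorescence recording 140 s / Technique: Fluo-8 calcium fluorescence / Measure: Max/basal fluorescence ratio as % of EC20–EC100 ACh window / Benchmarks: low control EC20 acetylcholine (0%), high control EC100 acetylcholine (100%) / Replicates: one well per compound, no replicates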
CHRM4 agonist – human M4 muscarinic receptor agonists, primary screen, CHO-K1 cells, Fluo-8 calcium fluorescence | Muscarinic acetylcholine receptor M4 (Homo sapiens), P08173 | CHO-K1 hM4/Gqi5; vehicle 0%, full acetylcholine response 100% | activation, % at 3 µM | hit rate 0.14% among 360,000;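 active = activation above the run mean over all test wells plus 3 SD, cut at about 32% in these data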;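 note: peak over basal fluorescence ratio per well then scaled between controls; 0% = DMSO wells and 100% = acetylcholine at EC100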
CHRM1 PAM – human M1 muscarinic receptor positive allosteric modulators, primary screen, CHO-K1 cells, Fluo-8 calcium fluorescence, 1536-well; Muscarinic acetylcholine receptor M1 (Homo sapiens), P11229; CHO-K1 hM1, ACh EC20; 0% = ACh EC20, 100% = maximal ACh; activation, % at 3 µM; hit rate 0.088% among 360,000; AID 588819, 2011; in the data active = activation above about 19%, passing the limit was not always enough
CHRM5 agonist – human M5 muscarinic receptor agonists, primary screen, CHO-K1 cells, Fluo-8 calcium fluorescence; activation, % at 3 µM; AID 624037, 2012; hit rate 0.19% among 360,000; CHO-K1 hM5 cells; 0% DMSO wells, 100% maximal acetylcholine response;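 active = activation above the run's mean over test compounds plus 3 SD, cut at about 23% in these data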;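 note: signal is peak over basal fluorescence ratio across the kinetic read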
CHRM5 antagonist – human M5 muscarinic receptor antagonists, primary screen, CHO cells, Fluo-8 calcium fluorescence; CHO-hM5 cells, ACh EC80; AID 624040, 2012; Muscarinic acetylcholine receptor M5 (Homo sapiens), P08912; hit rate 0.59% among 360,000; inhibition, % at 3 µM;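 active = inhibition above a per-plate cutoff, the mean of that plate's test compounds plus 3 SD, cut at about 27% in these data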;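 note: 0% = acetylcholine EC80 with DMSO and 100% = DMSO without agonist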
TAAR1 agonist – human TAAR1 agonists, primary screen, Fluo-8 calcium fluorescence, CHO RD-HGA16 cells; AID 624467, 2012; vehicle wells 0%, saturating PEA agonist 100%; Trace amine-associated receptor 1 (Homo sapiens), Q96RJ0; activation, % at 3 µM; hit rate 0.99% among 360,000;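 active = activation above the mean activation of all test compounds in the run plus 3 SD, cut at about 38% in these data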
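Benchmarks: low control DMSO, high control PEA (EC100); System: CHO RD-HGA16 cells carrying human TAAR1 plus Gα16; Detection: Fluo-8 fluorescence, 5 s baseline then 140 s kinetic read; Schedule: 17-24 h plating, Fluo-8 75 min 37 °C, 30 min RT; Read-out basis: % activation from peak over basal fluorescence ratio, DMSO-to-PEA scaled.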
CHRM1 antagonist – human M1 muscarinic receptor antagonists, primary screen, CHO-K1 cells, Fluo-8 calcium fluorescence, 1536-well; Muscarinic acetylcholine receptor M1 (Homo sapiens), P11229; CHO-K1 hM1, ACh EC80 antagonist; inhibition, % at 3 µM; hit rate 1.3% among 360,000;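 active = percent inhibition above its own plate's cutoff, namely the mean of that plate's compound wells plus 3 SD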;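 note: peak over basal fluorescence ratio during 140 s after agonist addition; 0% = ACh EC80 plus DMSO and 100% = DMSO alone without agonist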
* hit, by the source's call. The list is partial. The share of hits here may be higher or lower than overall.

SMILES	CHRM1 agonist	M4 antag	CHRM5 PAM	CHRM4 agonist	CHRM1 PAM	CHRM5 agonist	CHRM5 antagonist	TAAR1 agonist	CHRM1 antagonist
CC1CC(C)CN(S(=O)(=O)c2ccc3c(c2)CC(C)N3C(=O)C2CC2)C1 (stereo not drawn)	-6	1	-1	7	2	-5	5	-2	-10
O=[N+]([O-])c1cc([N+](=O)[O-])c(N2CCOCC2)cc1NCc1ccccc1	-3	-7	-8	1	-1	-12	2	12	-6
O=C(/C=C/c1cccc(Cl)c1)c1ccc([N+](=O)[O-])o1	0	29*	0	5	-3	11	22	57*	24
N#Cc1nc(COc2ccccc2Cl)oc1NCc1ccc(F)cc1	-7	16	-10	-1	-10	-5	5	4	12
CCCCCOC(=O)CSc1nc2c(c(=O)[nH]c(=O)n2C)n1Cc1ccc(Cl)cc1	-2	-15	-4	0	8	2	0	0	-17
CCN=C1SC(CC(=O)Nc2sc3c(c2C#N)CCCC3)C(=O)N1CC (stereo not drawn)	-4	-11	1	1	9	-1	-3	11	-13
O=C(Cn1cnc2c(nnn2-c2cccc(Cl)c2)c1=O)N1CCOCC1	-1	6	-2	1	2	1	5	2	-9
CC1(C)C(=O)Nc2ccccc2N1C(=O)CSc1ncccn1	-4	1	7	2	7	-1	4	6	-1
Cc1n[nH]c(=O)nc1NC1CCCCC1	-2	2	6	1	11	2	-1	11	-17
Cc1cccc(N(CC(=O)N/N=C/c2ccc(C(=O)O)cc2)S(=O)(=O)c2ccccc2)c1C	-3	-3	6	0	3	-4	3	4	-6
Cc1sc(NC(=O)CSc2nnc(-c3ccc(F)cc3)o2)c(C#N)c1C	-1	1	5	0	7	1	1	15	-8
COc1ccc(-c2cnnn2-c2ccc(NC(=O)c3ccco3)cc2)cc1OC	-5	11	-3	0	8	-1	6	3	-2
O=C(Nc1ccccc1C(=O)Nc1ccccc1C(=O)O)c1ccccc1	-6	1	-6	-2	1	0	2	0	-5
CC(=O)c1cccc(NC(=O)CCC2CCCC2)c1	-1	-2	3	2	4	-6	-1	7	0
CC/C(=N\Nc1ccnc2cc(Cl)ccc12)c1ccc(O)cc1	-4	5	-2	2	5	-2	0	-2	-8
COc1ccc(C(=O)ON=C2C=C(C)C(=O)C(C)=C2)cc1	-7	-3	-4	0	4	-1	6	4	-1
O=C(Nc1nnc(C2=COCCO2)o1)c1ccc(S(=O)(=O)N2CCCC2)cc1	-9	5	6	1	12	0	-8	8	2
COc1ccc([N+](=O)[O-])cc1NS(=O)(=O)c1cccc(C(=O)OC2CCOC2=O)c1 (stereo not drawn)	0	-1	12	3	3	5	-7	1	6
Cc1cccn2c(=O)c3cc(C(=O)NCc4ccc(F)cc4)c(=N)n(CCCN4CCOCC4)c3nc12	-6	-5	2	0	5	-2	7	-4	-8
Cc1ccc(-n2nc(C)c(C3(O)C(=O)N(C(C)C)c4ccccc43)c2N)cc1 (stereo not drawn)	-7	4	1	1	15	-1	-2	0	-11
COC(=O)c1ccc(Oc2nc(C(N)=O)cc(-c3ccccc3)n2)cc1	-3	2	-5	0	-1	0	4	16	8
Cc1cccc(OCC(=O)OCC(=O)NCC2CCCO2)c1C (stereo not drawn)	-1	-3	-2	1	8	-1	6	7	-7
Cc1ccc(-c2noc(COc3ccc4c(c3)OCO4)n2)cc1	-3	4	-4	0	3	-2	3	2	-6
NC(=O)c1ccsc1NC(=O)c1ccc(S(=O)(=O)N2CCCc3ccccc32)cc1	3	-2	-8	11	7	3	8	6	2
Cc1cc(-c2ccccc2)nc(N/N=C/c2ccc(N(C)C)cc2)n1	-4	3	-17	16	0	0	14	-2	2

The list goes on.
SMILES	CHRM1 agonist	M4 antag	CHRM5 PAM	CHRM4 agonist	CHRM1 PAM	CHRM5 agonist	CHRM5 antagonist	TAAR1 agonist	CHRM1 antagonist
CC(C)c1ccc(NC(=S)Nc2cccc3ccccc23)cc1	-4	12	9	1	-2	-2	-7	0	0
COc1ccc(S(=O)(=O)Nc2ccc3c(c2)C(=O)N([C@H](C)CO)C[C@H](C)[C@@H](CN(C)S(=O)(=O)c2ccccc2)O3)cc1	-11	-3	-1	2	5	-3	15	7	-2
O=C(NC1CC1)C1CCCN(C(=O)Nc2ccc(F)cc2)C1 (stereo not drawn)	-5	-6	-3	0	10	-1	3	0	-5
N#CC(C#N)=C(Nc1ccc(F)cc1)SCc1cccc(F)c1	0	17	-13	11	-3	4	27	6	10
CCOc1cccc(OCCNC2CCCC2)c1	-13	1	5	1	5	-2	9	0	-3
Cc1c(CC(=O)NCC(=O)NCC(=O)O)c(=O)oc2cc3c(cc12)CCC(C)(C)O3	-3	-12	-7	0	4	-4	0	-1	-4
CCOc1ccc(N2C(=O)CC(SCC(=O)O)C2=O)cc1 (stereo not drawn)	-4	4	-4	0	8	0	7	4	-5
CCCCSc1nc(N)nc2c1ncn2C1OC(CO)C(O)C1O (stereo not drawn)	-1	-3	-3	1	8	0	8	-1	-13
CCC(=O)Nc1ccc(NC(=O)c2ccccn2)cn1	-1	8	-5	5	7	-2	-2	4	-15
O=S(=O)(NCC1CCN(c2ccc(S(=O)(=O)N3CCOCC3)cc2)CC1)c1ccccc1	-2	-6	2	11	7	8	-6	2	-10
CCOc1cccc(/C=N/NC(=S)Nc2cc(S(=O)(=O)N3CCOCC3)ccc2N2CCOCC2)c1O	-6	0	-5	7	-12	1	11	7	22
c1ccc(-c2noc(-c3ccc4ccccc4c3)n2)cc1	-2	3	-3	0	-8	1	5	2	18
COc1cc(/C=C2\C(=O)N(c3cccc(C(=O)O)c3)N=C2C)ccc1OCc1ccccc1	-3	-9	-1	0	3	-1	5	3	-8
C[N+]1(C)CC2([N+](=O)[O-])CC=C(Oc3ccccc3)C([N+](=O)[O-])(C2)C1 (stereo not drawn)	0	-5	7	0	7	-4	-4	7	-7
CCOc1ccccc1NC(=O)C1CCCN1C(=O)c1cccs1 (stereo not drawn)	-3	-18	-7	0	5	1	9	9	4
COc1ccc(S(=O)(=O)NC2CCCC2)c(Cl)c1Cl	-14	1	-2	-1	3	-6	-1	7	-12
C/C(CCC1CC(C)OC1=O)=N\NC(N)=S (stereo not drawn)	-2	-2	4	1	10	2	5	0	-15
Cc1cc(NC(=O)C(C)SCC(=O)Nc2cccc(S(=O)(=O)N3CCCCCC3)c2)no1 (stereo not drawn)	-5	1	-7	7	2	2	10	3	5
COc1cccc(/C=N\NC(=O)Cn2nnc3ccccc32)c1O	-7	3	1	1	1	-1	2	7	7
COc1ccc(-n2nnnc2SCC(=O)NCCc2ccc(OC)c(OC)c2)cc1	7	-4	2	5	8	4	-5	1	-13
COc1cc(/C=C/C(=O)OCC(=O)N2CCN(S(=O)(=O)c3ccc(C)cc3C)CC2)ccc1OC(F)F	0	13	-6	1	2	2	13	3	-1
O=C(OCc1cc(=O)oc2cc(O)ccc12)c1cc(S(=O)(=O)N2CCOCC2)ccc1F	-3	-4	-13	11	-1	6	8	6	0
O=C(C[n+]1ccccc1)Nc1ccc(Cl)c([N+](=O)[O-])c1	-7	-2	-3	0	-5	-8	15	-1	7
O=Cc1cn(CC(=O)N2CCCc3ccccc32)c2ccccc12	3	-6	-10	9	-2	2	4	7	-21
CC(=O)c1c(C)[nH]c(C(=O)COC(=O)C2(C)CC2(Cl)Cl)c1C (stereo not drawn)	1	-6	-28	23	-14	7	14	17	20

Next section:
SMILES	CHRM1 agonist	M4 antag	CHRM5 PAM	CHRM4 agonist	CHRM1 PAM	CHRM5 agonist	CHRM5 antagonist	TAAR1 agonist	CHRM1 antagonist
COc1ccccc1N(CC(=O)Nc1cccnc1)S(=O)(=O)c1ccccc1	1	-1	-10	5	7	1	14	3	-7
CCCN1CCN(CCCNC(=O)Cn2nc(-c3ccc(C)cc3)ccc2=O)CC1	-11	1	4	0	1	-2	7	-3	-7
CCc1c(C)nc(N)n2c(SCC(=O)Nc3ccccc3OC)nnc12	3	7	-7	1	3	-1	11	8	-5
CCOC(=O)C1CCCN(C(=O)CSc2ccc(NC(C)=O)cc2)C1 (stereo not drawn)	-3	1	4	1	10	-8	11	2	-21
COc1ccc(S(=O)(=O)N(CC(=O)O)c2ccccc2)cc1	0	-12	4	2	15	2	-1	1	-20
Cc1ccc([C@H]2C(C(=O)O)=C[C@@H](C(C)(C)C)N2S(=O)(=O)c2ccc(C)cc2)cc1	-6	-8	5	-1	9	0	-1	1	-4
Cc1ccc(SCCN2CCC(C(C)(C)C)CCC2=O)cc1 (stereo not drawn)	-1	-9	11	0	13	0	-7	7	-8
O=C(OCc1cnc(Cl)s1)c1ccc(Cl)cc1	-5	-1	4	-2	-1	-8	4	12	-2
COc1ccc(CN2CCNC(=O)C2CC(=O)NCCc2nc(C)c3c(n2)CCC3)cc1C (stereo not drawn)	-4	1	0	1	2	-4	4	3	-3
Cc1ccc(C(=O)OC(C)C(=O)NC2CCCCC2)cc1S(=O)(=O)N1CCCCC1 (stereo not drawn)	-3	-12	3	2	-1	-2	-3	1	1
COC(=O)C1CCN(C(=O)COC(=O)c2ccc(N3CCCC3=O)cc2)CC1	-2	6	-9	1	0	5	9	1	6
COC(=O)c1cc(S(=O)(=O)NCC(C)c2ccccc2)cn1C (stereo not drawn)	0	1	10	4	7	-2	-9	0	-3
CC(=O)NS(=O)(=O)c1ccc(NC(=O)CN2C(=O)C3C4C=CC(C4)C3C2=O)cc1 (stereo not drawn)	-4	-5	2	1	8	-2	-15	1	-11
CC1CCCCN1C(=O)Nc1ccccc1Cl (stereo not drawn)	-6	-1	2	0	12	-3	1	11	-14
CC(=O)c1sc(NC(=O)c2ccc(C)c(C)c2)nc1C	-8	-3	4	2	4	-2	-4	2	-5

3 entries already listed, sorted by molar mass, rising.
SMILES	CHRM1 agonist	M4 antag	CHRM5 PAM	CHRM4 agonist	CHRM1 PAM	CHRM5 agonist	CHRM5 antagonist	TAAR1 agonist	CHRM1 antagonist
COc1ccc(S(=O)(=O)N(CC(=O)O)c2ccccc2)cc1	0	-12	4	2	15	2	-1	1	-20
CCN=C1SC(CC(=O)Nc2sc3c(c2C#N)CCCC3)C(=O)N1CC (stereo not drawn)	-4	-11	1	1	9	-1	-3	11	-13
CC(=O)NS(=O)(=O)c1ccc(NC(=O)CN2C(=O)C3C4C=CC(C4)C3C2=O)cc1 (stereo not drawn)	-4	-5	2	1	8	-2	-15	1	-11

Single entries from the entries so far:
M4 antag result of COc1ccc(CN2CCNC(=O)C2CC(=O)NCCc2nc(C)c3c(n2)CCC3)cc1C (stereo not drawn) is entered as 1
CHRM1 PAM result of CC1CCCCN1C(=O)Nc1ccccc1Cl (stereo not drawn) is entered as 12
